Screening data (PubChem BioAssay)
HTR5A inv ctr – HTR5A inverse agonism, opioid heterodimer counter-screen; P47898; AID 504634; 0.083% of 340,000 active; HTR5A cell line, luminescence; inhibition, % at 9.3 µM; in the data active = inhibition mostly above about 23%, no sharp cut-off; inactive = mostly below about 18%;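 note: 0% = cells with DMSO and 100% = no-cell wells with DMSO; some compounds called inactive have numbers as strong as hits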
Target sequence (P47898 whole entry, looked up): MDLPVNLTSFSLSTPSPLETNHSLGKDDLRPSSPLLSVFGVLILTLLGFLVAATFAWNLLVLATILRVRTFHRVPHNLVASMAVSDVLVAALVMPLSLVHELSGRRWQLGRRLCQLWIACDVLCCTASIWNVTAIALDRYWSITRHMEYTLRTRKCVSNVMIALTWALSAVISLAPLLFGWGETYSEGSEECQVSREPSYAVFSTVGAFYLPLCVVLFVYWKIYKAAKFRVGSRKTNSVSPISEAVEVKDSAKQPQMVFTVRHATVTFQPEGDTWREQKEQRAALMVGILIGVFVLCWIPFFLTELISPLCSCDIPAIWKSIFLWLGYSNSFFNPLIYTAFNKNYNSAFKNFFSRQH
CAL PDZ FP – CAL PDZ (human) peptide binding inhibition. Q9HD26. purified CAL PDZ, TMR-peptide fluorescence polarization, 1 h. inhibition, % at 24.9 µM. 0.92% of 300,000 active. AID 602252;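 active = mean inhibition of at least 30% with at least half of replicates also reaching 30%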;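 note: 0% = DMSO neutral control and 100% = excess unlabeled competitor peptide PRC23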
MOR-DOR ag – OPRM1-OPRD1 heterodimerization agonism; P35372+P41143; cells, luminescence; activation, % at 9.3 µM; 0.3% of 340,000 active; AID 504326; in the data active = activation above about 18%;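 note: 0% = vehicle-treated cells and 100% = reference agonist; values of inactives mirror those of a sister screen read the other way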
V-ATPase pHluor – regulators of yeast V-ATPase proton transport; AID 504577; S. cerevisiae, pHLuorin cytosolic pH fluorescence; 0.37% of 350,000 active; response, % at 10 µM; in the data active = response mostly above about 7.3%, no sharp cut-off; inactive = mostly below about 5.4%; note: actives read high; inactives centre near 0; some compounds called inactive have numbers as strong as hits; reference of the scale not given here
LANA DNA inh – blocks KSHV LANA C-terminal domain binding to DNA | inhibition, % at 9 µM | 0.078% of 340,000 active | MBP-C-LANA/FAM-LBS DNA binding, fluorescence polarization | AID 504423;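 active = highest replicate inhibition at or above 60% at 9 µM, even if other replicates fall short; inactive = all replicates below 60% inhibition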;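 note: 0% = neutral control wells and 100% = 4 µM acridine orange control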
RTF Ca sens inh – cardiac RTF calcium desensitization. P19429+P45379. inhibition, % at 7.15 µM. AID 493244. IANBD-labeled cardiac RTF, Ca2+ fluorescence. 0.12% of 340,000 active;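 active = inhibition above the mean inhibition of all tested compounds plus 3 SD, cut at about 17% in these data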;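 note: assay run at fixed EC70 calcium of 1.6 mM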
HTR5A ag ctr – activates human HTR5A in OPRM1-OPRD1 agonist counter-screen; P47898; HTR5A agonist assay, luminescence, cell-based; activation, % at 9.3 µM; 0.61% of 340,000 active; in the data active = activation mostly above about 9.5%, no sharp cut-off; inactive = mostly below about 7.6%;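 note: 0% = cells with vehicle only and 100% = reference agonist; strong numbers were not always called active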
Keap1 Nrf2 FP – inhibitors of human Keap1-Nrf2 protein-protein interaction; 0.15% of 340,000 active; Keap1 Kelch-Nrf2 peptide fluorescence polarization, 1536-well; inhibition, % at 9.4 µM; in the data active = inhibition above about 12%;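 note: human Keap1 Kelch domain with fluorescein labeled Nrf2 9mer peptide probe; 0% = neutral control wells and 100% = peptide positive control; higher means more block of Keap1 binding to Nrf2 peptide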
Target sequence (Q14145 whole entry, looked up, the tested form may be a part): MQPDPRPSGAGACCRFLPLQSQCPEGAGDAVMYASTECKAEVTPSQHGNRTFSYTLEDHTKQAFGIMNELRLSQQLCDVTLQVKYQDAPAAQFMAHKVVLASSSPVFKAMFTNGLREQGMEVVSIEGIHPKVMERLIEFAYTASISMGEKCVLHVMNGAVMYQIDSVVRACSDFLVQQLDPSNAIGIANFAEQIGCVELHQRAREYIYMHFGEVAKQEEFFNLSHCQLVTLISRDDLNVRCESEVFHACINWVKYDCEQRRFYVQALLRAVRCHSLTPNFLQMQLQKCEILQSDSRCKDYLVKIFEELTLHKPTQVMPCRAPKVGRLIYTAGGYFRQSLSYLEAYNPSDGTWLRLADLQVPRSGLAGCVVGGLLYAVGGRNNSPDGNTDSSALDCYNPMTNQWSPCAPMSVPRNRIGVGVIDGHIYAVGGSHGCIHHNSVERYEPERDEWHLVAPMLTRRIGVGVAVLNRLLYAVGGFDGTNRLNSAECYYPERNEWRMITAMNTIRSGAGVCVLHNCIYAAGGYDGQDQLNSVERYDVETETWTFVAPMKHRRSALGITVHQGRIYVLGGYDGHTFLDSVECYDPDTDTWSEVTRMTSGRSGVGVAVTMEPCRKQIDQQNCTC
MOR-DOR inv ag – inverse agonist of human OPRM1-OPRD1 heterodimerization; P35372+P41143; cell-based MOR-DOR heterodimer luminescence, inverse agonism; inhibition, % at 9.3 µM; 0.21% of 340,000 active; AID 504357; in the data active = inhibition above about 22%, passing the limit was not always enough;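 note: 0% = cells with DMSO and 100% = wells without cells with DMSO; values of inactives mirror those of a sister screen read the other way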
RTF Ca sens act – increases calcium sensitivity of human cardiac regulated thin filaments. 0.24% of 340,000 active. IANBD-labeled TnC RTF fluorescence at EC20 calcium; 0% EC20 calcium, 100% full calcium. activation, % at 7.2 µM;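 active = activation above the mean over all tested compounds plus 3 SD, cut at about 30% in these data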;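 note: rise in fluorescence read as greater calcium sensitivity of cardiac thin filaments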
* = called active by the depositor; i = inactive; / = no result given.

Sample of the layout (2 entries):
canonical_smiles | HTR5A inv ctr | CAL PDZ FP | MOR-DOR ag | V-ATPase pHluor | LANA DNA inh | RTF Ca sens inh | HTR5A ag ctr | Keap1 Nrf2 FP | MOR-DOR inv ag | RTF Ca sens act
CC1CCC(NC(=O)Nc2cccs2)CC1 (stereo not drawn) | 4 | -5 | 1.6 | 7 | -0.1 | 12 | 4 | -7 | -8 | 3
Cc1ccc(C(=O)c2ccccc2C(=O)Nc2ccccc2)cc1 | 0 | -1 | -0.9 | 2 | 0.3 | 9 | 4 | -3 | 5 | 2

This part in full, from the first entry:
canonical_smiles | HTR5A inv ctr | CAL PDZ FP | MOR-DOR ag | V-ATPase pHluor | LANA DNA inh | RTF Ca sens inh | HTR5A ag ctr | Keap1 Nrf2 FP | MOR-DOR inv ag | RTF Ca sens act
CC1CCC(NC(=O)Nc2cccs2)CC1 (stereo not drawn) | 4 | -5 | 1.6 | 7 | -0.1 | 12 | 4 | -7 | -8 | 3
Cc1ccc(C(=O)c2ccccc2C(=O)Nc2ccccc2)cc1 | 0 | -1 | -0.9 | 2 | 0.3 | 9 | 4 | -3 | 5 | 2
COc1ccc(-c2ccc3c(c2)O/C(=C\c2ccsc2)C3=O)cn1 | -1 | 2 | -2.9 | 5 | 0.5 | -2 | 1 | 0 | 13 | -1
Cc1ccccc1Cn1nc(C)c(NC(=O)c2noc3c2CC(C(C)(C)C)CC3)c1C (stereo not drawn) | 0 | -2 | 6.4 | 2 | 0.0 | -1 | 0 | 6 | -34 | -4
Cc1cc(NC(=O)CSc2nc(-c3cccnc3)ccc2C#N)no1 | 17 | / | 0.9 | -3 | -0.9 | -3 | -5 | -1 | -5 | 3
CCCc1nnc(NC(=O)Nc2ccc(OC)cc2)s1 | 12 | -3 | 2.2 | 1 | -0.6 | -14 | 5 | -8 | -11 | -4
Cc1ccc(SCC(=O)N2N=CCC2c2ccccc2)cc1 (stereo not drawn) | -1 | 5 | -0.4 | 0 | -0.6 | 2 | 0 | -3 | 2 | 0
COc1ccccc1N1CCN(/N=C/c2ccccc2C(=O)O)CC1 | 6 | -1 | -2.4 | -1 | -2.1 | -10 | -2 | -1 | 11 | 10
CCn1cc(C(=O)O)c(=O)c2cc(F)c(N3CCN(C(=S)NC(=O)c4cc(OC)cc(OC)c4)CC3)cc21 | -10 | 14 | -3.2 | 0 | -0.6 | -1 | 3 | 0 | 17 | 1
CCOC(=O)C1=C(N)Oc2cc(C)[nH]c(=O)c2C1c1ccncc1 (stereo not drawn) | -12 | -4 | -2.8 | 0 | -0.3 | -10 | 4 | -5 | 16 | 7
O=C(NN1C(=O)C2C3C=CC(C3)C2C1=O)C(O)c1ccccc1 (stereo not drawn) | 7 | 1 | -2.3 | -2 | -1.7 | -1 | 7 | -1 | 12 | 1
Cc1ccccc1NC(=S)NCCO | -3 | 2 | -0.1 | -3 | 0.8 | -1 | 1 | -2 | 1 | -4
CC(=O)c1ccc(N2CCN(C(=O)COc3ccc(F)cc3)CC2)c(F)c1 | -1 | -4 | -3.1 | 0 | 0.1 | -18 | 0 | -4 | 17 | -3
O=C(CC(=O)c1ccccc1O)c1ccc(F)cc1 | -6 | / | 11 | -3 | 0.6 | 4 | 2 | -5 | -64 | 4
O=C(NCc1cccs1)C1CCN(S(=O)(=O)c2ccc(Cl)cc2)CC1 | 2 | / | -1.0 | 0 | 0.3 | 5 | 7 | 0 | 6 | 0
CN(C)c1ccc(/C=N/NC(=O)c2nnn(-c3nonc3N)c2CN2CCCCCC2)cc1 | -11 | -3 | 1.7 | -1 | 1.9 | -3 | 4 | 1 | -9 | -1

3 of the entries above in order of their number in CAL PDZ FP, falling.
SMILES	CAL PDZ FP
CCn1cc(C(=O)O)c(=O)c2cc(F)c(N3CCN(C(=S)NC(=O)c4cc(OC)cc(OC)c4)CC3)cc21	14
Cc1ccccc1NC(=S)NCCO	2
O=C(NN1C(=O)C2C3C=CC(C3)C2C1=O)C(O)c1ccccc1 (stereo not drawn)	1

More entries.
canonical_smiles | HTR5A inv ctr | CAL PDZ FP | MOR-DOR ag | V-ATPase pHluor | LANA DNA inh | RTF Ca sens inh | HTR5A ag ctr | Keap1 Nrf2 FP | MOR-DOR inv ag | RTF Ca sens act
CC(=O)NC(Cc1ccc(O)cc1)C(=O)NN (stereo not drawn) | 5 | 1 | -0.9 | -2 | -1.1 | -2 | -5 | 0 | 5 | 1
Cc1nc([N+](=O)[O-])cn1CC(=O)NCCCO | -5 | -3 | -0.6 | -1 | -1.6 | -4 | 1 | -2 | 3 | 12
CCCCn1c(=O)[nH]c2nc3cc(N)ccc3nc2c1=O | -6 | -2 | 1.9 | -3 | 84 | i | -1 | 50* | -10 | 767*
CC(C(=O)NC1=NCCS1)N1C(=O)C2CC=CCC2C1=O (stereo not drawn) | -3 | 0 | -0.4 | 0 | -1.6 | -6 | 0 | -5 | 2 | -6
Cc1cccc(NS(=O)(=O)c2ccc3c(c2)Cc2cc(S(=O)(=O)Nc4cccc(C)c4C)ccc2-3)c1C | 8 | 11 | 2.9 | 1 | -0.3 | -20 | 2 | -6 | -16 | 2
O=c1c2c3c(sc2nc2n1CCC2)CCC3 | 9 | 2 | -2.8 | -1 | 1.1 | -18 | -1 | -4 | 16 | -2
CCC(=O)Nc1nnc(CSCc2ccccc2)s1 | -6 | 0 | -0.5 | 0 | 1.5 | 0 | 5 | 2 | 2 | -3
CCc1ccc(NC(=O)[C@H](Cc2c[nH]c3ccccc23)NC(=O)[C@@H]2Cc3ccccc3CN2)cc1 | -30 | 0 | 3.4 | -1 | -0.7 | 2 | 0 | -5 | -17 | 4
Cc1cc(NC(=O)COC(=O)c2oc3c(Cl)cccc3c2C)no1 | 8 | -2 | -2.1 | 1 | -0.7 | 10 | 0 | 1 | 11 | 2
C[n+]1cc(C(=O)N2CCCCC2)ccc1/C=C/c1c[nH]c2ccccc12 | 13 | -2 | -4.3 | 2 | -53 | -147 | -1 | -212 | 21 | 143*
Cc1cc(OCC(=O)NCCc2cccc(F)c2)c2c(C)cc(=O)oc2c1 | 0 | 0 | -1.7 | -8 | -1.1 | -6 | 7 | -2 | 8 | -3
O=[N+]([O-])c1cc(-c2ccc(/C=N\n3cnnc3)o2)cc([N+](=O)[O-])c1 | -23 | -6 | 2.5 | 0 | -1.6 | -6 | 6 | -1 | -14 | -9
COc1ccc(N2CCN(C(=O)COC(=O)[C@@H](NC(=O)OCc3ccccc3)C(C)C)CC2)cc1 | -28 | -6 | -2.3 | -1 | 0.3 | -2 | 6 | 0 | 9 | -3
COc1c(OC(C)=O)ccc(/C=N\NC(=O)c2ccc(Br)cc2)c1[N+](=O)[O-] | 6 | / | -2.8 | 2 | -0.9 | 2 | -2 | 1 | 15 | -1
CCN(CC)C(=O)CSc1nnc(-c2cccnc2)n1Cc1ccccc1 | 4 | -2 | -1.4 | 0 | 1.9 | -1 | 3 | 4 | 7 | -3
CCO[C@H]1OC(C(=O)O)=C[C@@H](c2ccccc2)[C@@H]1CCCO | -11 | -4 | -2.3 | -1 | 0.5 | -6 | 4 | -3 | 13 | -2
Cc1ccc(-n2c(SCC(=O)N3CCC(C(=O)O)CC3)nc3ccccc3c2=O)cc1C | 19 | -5 | -1.0 | 1 | 0.4 | -17 | 6 | 3 | 5 | 6
COc1ccccc1NC(=O)c1cc(S(=O)(=O)NC2CCCC2)ccc1F | -13 | 6 | 3.3 | 4 | -1.4 | -4 | 10 | 0 | -17 | 1
CCOC(=O)N1CCN(C(=O)C2CCCN(S(=O)(=O)c3ccc(OCC)cc3)C2)CC1 (stereo not drawn) | 7 | 4 | 0.1 | 3 | 0.9 | -8 | -3 | 1 | 0 | 3
COc1ccc(NC(=O)COC(=O)CCc2ccccc2)c(OC)c1 | -25 | -4 | 0.5 | 3 | -1.1 | 3 | 10 | 0 | -3 | 5
CCN1CCN(C(=O)c2c(-c3c(Cl)cccc3Cl)noc2C)CC1 | -11 | -1 | 0.1 | 5 | -0.7 | -10 | 4 | 0 | -1 | -1
CCc1cc(C(=O)N2CCN(c3ncc(C(F)(F)F)cc3Cl)CC2)sc1C | -6 | -6 | 2.0 | 2 | -0.7 | 4 | 2 | -5 | -16 | -1
COc1ccc(C(=O)C[N+]2(C)CCOCC2)cc1 | -8 | 0 | -0.9 | -1 | -1.1 | -6 | 2 | -6 | 5 | 13
Cc1ccc2cccc(SCC(=O)N3CCOCC3)c2n1 | 7 | 2 | -1.7 | 5 | -0.2 | -2 | 3 | -7 | 7 | -3

As entered above.
In RTF Ca sens inh, CCn1cc(C(=O)O)c(=O)c2cc(F)c(N3CCN(C(=S)NC(=O)c4cc(OC)cc(OC)c4)CC3)cc21 shows -1
In MOR-DOR inv ag, CN(C)c1ccc(/C=N/NC(=O)c2nnn(-c3nonc3N)c2CN2CCCCCC2)cc1 shows -9
In Keap1 Nrf2 FP, O=C(NCc1cccs1)C1CCN(S(=O)(=O)c2ccc(Cl)cc2)CC1 shows 0
In HTR5A ag ctr, Cc1ccc(SCC(=O)N2N=CCC2c2ccccc2)cc1 (stereo not drawn) shows 0
In Keap1 Nrf2 FP, CCC(=O)Nc1nnc(CSCc2ccccc2)s1 shows 2

Additional compounds follow.
canonical_smiles | HTR5A inv ctr | CAL PDZ FP | MOR-DOR ag | V-ATPase pHluor | LANA DNA inh | RTF Ca sens inh | HTR5A ag ctr | Keap1 Nrf2 FP | MOR-DOR inv ag | RTF Ca sens act
NS(=O)(=O)c1ccc(CCNC(=O)c2ccc(C(=O)c3ccccc3)cc2)cc1 | -2 | / | -0.1 | -1 | 0.3 | 2 | 1 | -2 | 1 | -2
O=C(CCn1cnc(-c2ccccc2)c1-c1ccccc1)N/N=C/c1ccc(O)cc1 | 0 | 3 | 2.1 | -3 | -0.9 | -24 | 0 | -2 | -15 | -1
COc1ccc(CNc2nc3ccccc3n2C)c(OC)c1 | 16 | -3 | -2.7 | -5 | -0.3 | -8 | -1 | 1 | 13 | -1
O=C(O)c1cn(CCOc2ccccc2Cl)c2ccccc12 | 8 | 2 | -2.0 | 0 | 1.5 | -11 | -3 | 0 | 12 | 6
O=C(CSc1ncccn1)N1CCN(C(=O)CSc2ncccn2)CC1 | 0 | -5 | -2.1 | 1 | 0.9 | 1 | 0 | 0 | 13 | -6
O=C(COC(=O)c1ccccn1)Nc1ccc2c(c1)OCO2 | 6 | -1 | -1.0 | 5 | 1.1 | -6 | -2 | -2 | 5 | -4

Printed as active in RTF Ca sens act (from the list above):
structure | CAL PDZ FP | MOR-DOR ag | V-ATPase pHluor | LANA DNA inh | Keap1 Nrf2 FP | MOR-DOR inv ag | RTF Ca sens act
CCCCn1c(=O)[nH]c2nc3cc(N)ccc3nc2c1=O | -2 | 1.9 | -3 | 84 | 50* | -10 | 767*
C[n+]1cc(C(=O)N2CCCCC2)ccc1/C=C/c1c[nH]c2ccccc12 | -2 | -4.3 | 2 | -53 | -212 | 21 | 143*
